# SNCA viab count – GF-AFC viability counterscreen for inhibitors of alpha-synuclein gene (SNCA) expression | HEK-293-SNCA-luc viability, GF-AFC fluorescence, 24 h | Potency, µM (doses to about 57.1 µM), for the others: at the top dose activity change, negative = cytotoxicity, actives largely listed as cytotoxic | AID 1671193, 2021 | 150,000 tested, 0.12% active;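 also: potency is read from the fitted curve at half-maximal effect; 0% = DMSO-treated cells and -100% = medium-only wells without cells; nearly all actives have a fitted effect of over 30% in size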
#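 Cytotoxicity counterscreen: after 24 h compound treatment of genome-edited SNCA-luciferase HEK-293 cells, live-cell protease substrate GF-AFC read by fluorescence after 30 min; activity scaled between DMSO (0%) and medium-only (-100%), curves Hill-fitted.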
# HEK293 tox – Cytotoxic Profiling in HEK 293 Cell Line of Diverse Libraries Using Quantitative High-Throughput Screening. HEK 293 viability, ATP luminescence (CellTiter-Glo), 48-72 h. Potency, µM (highest dose often 115 µM), for inactives: at the highest dose activity change, negative = cytotoxicity, actives largely listed as inhibitors. 94,000 tested, 6.6% active; also: potency is read from the fitted curve at half-maximal effect; nearly all actives have a fitted effect of over 60% in size
#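 ATP-coupled CellTiter-Glo luminescence served as viability read-out, recorded 10 min after reagent addition at room temperature. HEK 293 cells, 250 cells/well, had been incubated with pintool-transferred compound for 48 or 72 hr at 37 degree Celsius.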
# IP6K1 inhibitor – Primary qHTS assay for small molecule inhibitors of Inositol hexaphosphate kinase 1 (IP6K1); activity change, % (series mostly up to about 58 µM); IP6K1 kinase, ADP-Glo luminescence, 2 h; stronger effect = lower value; 140,000 tested, 0.81% active; Inositol hexakisphosphate kinase 1 (Homo sapiens), Q92551; in the data active = activity change below about -25%
#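 ADP-Glo luminescence measures ADP made by human IP6K1 during a 2 h RT reaction with ATP/IP6 (mix at 1.3 mM/130 uM); top library doses 57.5 and 19.1 uM final.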
# 3T3 cytotox – Cytotoxic Profiling in NIH 3T3 Cell Line of Diverse Libraries Using Quantitative High-Throughput Screening; NIH 3T3 viability, CellTiter-Glo ATP luminescence, 48-72 h; Potency, µM (highest dose often 96.7 µM), for the others: at the highest dose activity change, negative = cytotoxicity, most hits filed as inhibitors; 94,000 tested, 4.3% active; also: potency is read from the fitted curve at half-maximal effect; nearly all actives have a fitted effect of over 55% in size
#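 Cytotoxicity is measured as loss of cellular ATP: NIH 3T3 cells (400/well) are exposed to compound for 48 or 72 hr at 37 °C, then CellTiter-Glo luminescence is imaged after 10 min at room temperature.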
# GPT2 inhibitor – Primary qHTS assay for inhibitors of Glutamate pyruvate transaminase 2 (GPT2); 100,000 tested, 0.25% active; Alanine aminotransferase 2 (Homo sapiens), Q8TD30; Recombinant GPT2, coupled pyruvate oxidase/HRP Amplex Red fluorescence; Potency, µM (doses to about 57.7 µM), for the others: at the top dose activity change, negative = inhibition, most hits filed as inhibitors; also: potency is read from the fitted curve at half-maximal effect; nearly all actives have a fitted effect of over 60% in size; many of its hits are not listed in these tables
#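 Fluorescence read-out: pyruvate from GPT2 turnover coupled to pyruvate oxidase, HRP and Amplex Red (0.2mM ThPP, 0.2U/mL PO and HRP, 50uM Amplex final). Substrates 250uM a-KG, 2mM L-alanine; enzyme 10ng/uL; 30 min RT.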
# SNCA expr inhib – Primary qHTS assay for inhibitors of alpha-synuclein gene (SNCA) expression. HEK-293 SNCA-luciferase knock-in, luminescence, 24 h. Potency, µM (top dose mostly 57.2 µM), for inactives: at the highest dose activity change, negative = inhibition, hits mostly inhibitors. 140,000 tested, 0.17% active. AID 1671194, 2021;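 also: potency is read from the fitted curve at half-maximal effect; plate controls were DMSO cells for no effect and cell-free wells for full effect; nearly all actives have a fitted effect of over 45% in size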
# Luciferase inh – Firefly luciferase inhibition profiling of diverse chemical library using quantitative high-throughput screening; Luciferin 4-monooxygenase (Photinus pyralis), P08659; Potency, µM (top dose mostly 115 µM), for the others: at the highest dose activity change, negative = inhibition, hits mostly inhibitors; 76,000 tested, 2.5% active; purified P. pyralis luciferase, luminescence, biochemical; also: potency is read from the fitted curve at half-maximal effect; nearly all actives have a fitted effect of over 65% in size
#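 Purified P. pyralis luciferase (10nM final) in 50mM Tris acetate pH 7.5, 10mM Mg acetate, 0.01% Tween-20, 0.05% BSA with 10uM D-luciferin and 10uM ATP. Compounds titrated qHTS. Luminescence imaged on CCD.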
# Numbers without * were called inactive; i = inactive; ? = inconclusive; nt = no result given; & = joins results of further samples; [ ] = another dose, or the depositor's remark. Unless noted, calls follow the shape of the dose curve; as a rule, active = well fitted curve in the direction sought with a large enough effect; inconclusive = small, poorly fitted or top-dose-only effect, or another doubt; inactive = no such curve, though single readings can be large; an effect the other way counts as inactive or inconclusive. Unless noted, % is scaled to controls: 0 for no effect and ±100 for the full control effect.
no.	smiles	SNCA viab count	HEK293 tox	IP6K1 inhibitor	3T3 cytotox	GPT2 inhibitor	SNCA expr inhib	Luciferase inh
1	O=C(NCc1ccccc1)C1CCC(=O)N1C1CCN(C(=O)c2ccccc2F)CC1 (configuration not stated)	-5%	-3%	4	-10%	i	-2%	-1%
2	COc1ccc(-c2cc(N3CCN(C(=O)c4cccc(C)c4)CC3)n[nH]2)cc1	-1%	?	-8	?	1%	-8%	1%
3	O=C(c1ccc2oc(-c3ccc(C(F)(F)F)cc3)nc2c1)N1CCOCC1	4%	?	1	?	i	47%[activator]	-17%
4	CCOC(=O)c1cc2c(=O)n3ccccc3nc2n(Cc2ccco2)c1=NC(=O)c1ccc(OCC)cc1	?	nt	-10	nt	nt	4%	nt
5	Cc1ccc(-n2c(C3CCN(C(=O)c4ccccc4)CC3)n[nH]c2=O)cc1	12%	4%	5	?	-10%	23%	6%
6	O=c1[nH]c2ccc(NCc3ccc(-c4ccc(Cl)cc4)o3)cc2[nH]1	6%	nt	-9	nt	nt	99%[activator]	nt
7	Cc1noc(C)c1C(=O)N1CCCN(S(=O)(=O)c2ccccc2)CCC(=O)NCC1	2%	i	1	-18%	i	-1%	1%
8	O=C1OC[C@@H]2CCN(Cc3ccc(C(F)(F)F)cc3)Cc3ccc(F)cc3N12	2%[87.6 µM]	?	-1	?	i	2%[87.6 µM]	2%[172 µM]
9	COc1ccc(-c2cc(CC3(NCc4ccccc4)COC3)no2)cc1	-10%[87.6 µM]	100µM*	-8	?	2%[88.5 µM]	?	-2%[172 µM]
10	CCOc1nccn2c(-c3ccc(CNC(=O)Cn4cnnn4)cc3)cnc12	-3%[87.6 µM]	-15%[172 µM]	-9	?	i	17%[87.6 µM]	-3%[172 µM]
11	O=C(Cn1cccc1C(=O)c1ccccc1)NCc1ccc(F)cc1	10%	nt	10	nt	nt	36%[activator]	nt
12	COc1cc(C(=O)n2nc(C)c(Sc3ccc(Cl)cc3)c2C)cc(OC)c1OC	2%	nt	-5	nt	nt	-3%	nt
13	CC(C)c1nc2nccc(-c3cccs3)n2n1	5%	-28%	0	?	i	13%	-13%
14	CN(Cc1ccccc1)Cc1cn([C@H]2CO[C@H]3[C@@H]2OC[C@@H]3NC(=O)NCc2ccccc2)nn1	-2%	-18%	5	-23%	i	7%	-8%
15	Cc1ccccc1-c1nn(-c2ccc(F)cc2F)cc1CN1CCC(O)CC1	-8%	4%	1	-9%	i	-17%	10%
16	COc1ccc(NC(=O)CSc2nc(-c3cccs3)cc(C(F)(F)F)n2)cc1Cl	-20%	nt	-14	nt	nt	?	nt
17	CCOC(=O)N1CCN(c2nccc(-c3ccccn3)n2)CC1	12%	?	15	?	1%	72%[activator]	9%
18	CCN1CCN(C(=O)CC2CCCN(c3cnn(CCOC)c(=O)c3)C2)CC1 (configuration not stated)	6%	1%	30	-3%	i	15%	-11%
19	Cc1ccc2oc3c(c(=O)c2c1)C(c1ccc(O)cc1)N(Cc1ccc2c(c1)OCO2)C3=O (configuration not stated)	11%	nt	-2	nt	nt	3%	nt
20	CCN1c2cc(C(=O)Nc3ccc(C(F)(F)F)cc3)ccc2C(=O)N2CCCC21 (configuration not stated)	3%[12.5 µM]	-9%	-11	-14%	-1%	15%	-13%
21	Cc1ccc(Cl)cc1NC(=O)C(Cc1ccccc1)NS(=O)(=O)c1cccc2nsnc12 (configuration not stated)	-3%	nt	10	nt	nt	16%	nt
22	Cn1nc(C(=O)NC2CCCN(c3cc(-c4ccc(F)cc4)[nH]n3)C2)c2ccccc21 (configuration not stated)	-6%	?	14	?	-23%	-28%	?
23	COc1ccc(C(=O)NCC(c2cccnc2)N2CCN(c3ccccc3)CC2)cc1 (configuration not stated)	-12%	nt	34	nt	nt	21%	nt
24	CCOc1ccc(N(Cc2ccccc2)C(=O)c2nc(SCC)ncc2Cl)cc1	-2%	nt	16	nt	nt	?	nt
25	CN1CC2(CCOC2)N(C2CCN(C(=O)C3CCCC3)CC2)C1=O (configuration not stated)	-3%	-2%	16	-12%	-7%	0%	nt
26	O=C([C@@H]1C[C@H](c2ccc(F)cc2)N([S+](=O)([O-])C2CC2)C1)N1CCN(c2ccccn2)CC1	-8%	?	12	?	-24%	55%[activator]	-13%
27	COc1cccc(N2CCN(S(=O)(=O)c3ccc(-c4cnc(C5CC5)o4)cc3)CC2)c1	2%	nt	-35*	nt	nt	25%	nt
28	Cc1cc(C)c2c(CC(=O)Nc3ccc(F)cc3)coc2c1	-23%	nt	-11	nt	nt	20%	nt
29	COC(=O)NCCNC(=O)c1cccc(-c2ccsc2)c1	0%[12.5 µM]	-17%[172 µM]	-10	-16%[138 µM]	-6%[88.5 µM]	5%[87.6 µM]	nt
30	COc1cccc(C(=O)N2CCN(C(=O)c3nc4cccnc4n(C4CCCC4)c3=O)CC2)c1	13%	-12%	23	-20%	i	13%	nt
31	Brc1cccc(-c2nnc(CN3CCN(c4ccccn4)CC3)o2)c1	-3%	nt	-6	nt	nt	55%[activator]	nt
32	CC(C)c1noc(-c2cccn3c(CNC(=O)c4nccc5ccccc45)nnc23)n1	-4%	0%	2	-17%	-3%	-6%	-2%
33	CC(C)CN1C(=O)c2cccn2CC1CNC(=O)c1cccn1C (configuration not stated)	15%	-11%	-9	-24%	i	6%	-11%
34	CC(NC(=O)CN(C)S(=O)(=O)c1ccc2c(c1)c(=O)n(C)c(=O)n2C)c1ccccc1 (configuration not stated)	4%	nt	-3	nt	nt	2%	nt
35	CN1C[C@@H](NC(=O)C2CCCCC2)C[C@H]1c1nc(-c2ccc(F)cc2)no1	-10%[87.6 µM]	-27%[172 µM]	-14	-22%[174 µM]	i	-20%[87.6 µM]	4%[172 µM]
36	Cc1ccoc1C(=O)NC1CC(=O)N(Cc2cccc3ccccc23)C1 (configuration not stated)	-1%	1%	10	0%	3%	10%	4%
37	CCc1nnc(CN2CCC(C(=O)Nc3cccc(-c4ccco4)c3)CC2)o1	2%	?	-2	?	?	4%	-5%
38	COCC(=O)N1C[C@@H](COc2cccnc2)[C@H](c2ccncc2)C1	0%	-10%	1	-11%	-17%	-6%	-16%
39	COC1CCC12CCN(C(=O)c1cnccn1)CC2 (configuration not stated)	-1%	i	-12	i	i	-13%	4%
40	CS(=O)(=O)N1C[C@H]2CCN(C(=O)c3cccc4[nH]ccc34)C[C@H]21	1%[12.5 µM]	-4%	5	i	i	0%	4%
41	COc1ccc(OC)c(NC(=O)CSc2nc3ccccc3c(=O)n2CCC(=O)NC2CCCCC2)c1	-3%	nt	41	nt	nt	-6%	nt
42	CCc1ccccc1NC(=O)C(CC)Sc1ncnc2c1sc1ccccc12 (configuration not stated)	1%	nt	-1	nt	nt	57%[activator]	nt
43	CC(=O)c1ccc(C(=O)N[C@H]2COC[C@H]2Cc2cc(C)no2)s1	1%	-24%	-1	-5%	0%	-18%	10%
44	CC1CCCCN1C(=O)Cn1ncc2c3ccccc3n(Cc3ccccc3F)c2c1=O (configuration not stated)	-27%	nt	3	nt	nt	?	nt
45	COc1ccc(CN2CCCC3(CC(c4cccnc4)=NO3)C2)cc1 (configuration not stated)	-3%	-4%	-2	-1%	-5%	1%	nt
46	CNC(=O)c1cc(C)nc2onc(C3CCN(C(=O)NC(C)C)C3)c12 (configuration not stated)	nt	-9%	-2	-20%	nt	nt	nt
47	Cc1ccccc1NC(=O)N1CCCC(Cn2c(C3CC3)nc3cccnc32)C1 (configuration not stated)	3%	-4%	4	-23%	-13%	13%	11%
48	CCC(=O)N1Cc2ccccc2CC2(CCN(CC3CCNC3)CC2)C1 (configuration not stated)	1%	i	4	i	i	-7%	nt
49	Cc1noc(C)c1Cc1ccc(C(=O)NCCc2noc(-c3ccccc3)n2)o1	9%	?	19	?	1%	23%	nt
50	Cc1ccc(OCC(=O)OCc2cc(=O)n3c(C)csc3n2)cc1	2%	nt	-10	nt	nt	-19%	nt

# Following part:
no.	smiles	SNCA viab count	HEK293 tox	IP6K1 inhibitor	3T3 cytotox	GPT2 inhibitor	SNCA expr inhib	Luciferase inh
51	CC1(C)[C@H](Cc2cc(COc3ccccc3)on2)C[C@@H]1NC(=O)C1CCCC1	-30%[87.6 µM]	?	9	?	-7%[88.5 µM]	-28%[87.6 µM]	0%[172 µM]
52	CCc1ccccc1NC(=O)N(C)CC1CCOCC1	4%	0%	-7	-13%	i	-10%	-2%
53	CCOc1ccc(CC(=O)NCCc2sc3nc(-c4ccc(OC)cc4)nn3c2C)cc1	-13%	nt	-13	nt	nt	53%[activator]	nt
54	CC(C)(C)CC(C)(C)c1ccc(OCCOCC[N+](C)(C)Cc2ccccc2)cc1	-40%	nt	0&-5	nt	5%	-62%[25.6 µM]	nt
55	O=C(Cc1ccsc1)N1CCC2(CC1)N=C(c1cccc(Br)c1)NO2	-28%	?	5	?	i	-5%	11%
56	O=C(Cc1cccc(Cl)c1)N1CCC(c2nn(-c3ccccc3)c(=O)[nH]2)CC1	1%	?	5	?	i	?	11%
57	CCN(C)C(=O)C(C)N1CCc2onc(C(c3ccccc3)c3ccccc3)c2C1 (configuration not stated)	-7%	?	0	?	-5%	-10%	8%
58	CCc1ccc(NC(=O)CSC2=Nc3ccccc3C3=NC(CC(=O)NC4CCCCC4)C(=O)N23)cc1 (configuration not stated)	-6%	nt	-1	nt	nt	101%[activator]	nt
59	O=C1NC(=NC2CCCCC2)C2(CCCN(Cc3ccccc3)C2)N1c1cccnc1 (configuration not stated)	0%	?	-12	?	i	1%	nt
60	Cc1cc(C)cc(OCCSc2nc3ccc(NC(=O)COc4ccccc4)cc3s2)c1	-3%	nt	6	nt	nt	11%	nt
61	Cc1ccc(-c2nn3c(-c4ccccc4)nnc3c3ccccc23)cc1	10%	nt	5	nt	nt	12%	nt
